Bioassay records (PubChem BioAssay)
Yeast superoxide: reduction of superoxide in aged yeast, primary screen, HTS. hit rate 0.18% among 330,000. S. cerevisiae aged cells, superoxide DHE fluorescence; active compounds read low. superoxide response (% of plate mean), % at 10 µM;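 active means superoxide response under a set limit, about three screen SD below normal, cut at about 65% in these data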;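 further: yeast aged for seven days with compound at 30 °C before DHE staining; 100% = average MFI of all compound-treated wells on the plate with controls excluded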
Efflux pump inh: inhibitors of Candida efflux pumps in yeast, primary screen, S. cerevisiae, Nile Red, multiplex | S. cerevisiae Candida pump triplex | inhibition, % at 10 µM | hit rate 0.44% among 330,000 | AID 485275, 2010;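 active means plate passing quality check with inhibition over a set limit, or well fluorescence over plate mean plus 4 SD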;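 further: Nile Red retained in pooled yeast measured as flow cytometry median fluorescence; 0% = buffer negative control and 100% = Enniatin B positive control; higher means more Nile Red kept so more efflux inhibition; some compounds called inactive have numbers as strong as hits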
MCL1 BIM primary: inhibitors of MCL1 binding to BIM-BH3, primary screen, biochemical, fluorescence polarization | GST-MCL1 / FITC-Bim-BH3 fluorescence polarization | hit rate 0.68% among 320,000 | AID 2057, 2009 | Induced myeloid leukemia cell differentiation protein Mcl-1 (Homo sapiens), Q07820 | inhibition, % at 10.9 µM;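 active means inhibition above the mean inhibition of all tested compounds plus 3 SD, set per campaign, cut at about 40% in these data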;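 further: 0% = DMSO wells and 100% = unlabeled Bim-BH3 peptide control; higher means more loss of mP so more displacement of Bim peptide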
GLD-1 RNA inh: GLD-1/TGE RNA complex disruptors, primary screen, biochemical, fluorescence polarization; Female germline-specific tumor suppressor gld-1 (Caenorhabditis elegans), Q17339; purified GLD-1 + fluorescein TGE RNA; inhibition, % at 5.96 µM; hit rate 0.44% among 320,000; AID 2280, 2010;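 active means percent inhibition above a per-plate cutoff, the plate mean of test compounds plus 3 SD, cut at about 30% in these data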;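 further: 0% = DMSO wells with GLD-1 and probe and 100% = wells lacking GLD-1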
Target sequence (Q17339 whole entry, looked up): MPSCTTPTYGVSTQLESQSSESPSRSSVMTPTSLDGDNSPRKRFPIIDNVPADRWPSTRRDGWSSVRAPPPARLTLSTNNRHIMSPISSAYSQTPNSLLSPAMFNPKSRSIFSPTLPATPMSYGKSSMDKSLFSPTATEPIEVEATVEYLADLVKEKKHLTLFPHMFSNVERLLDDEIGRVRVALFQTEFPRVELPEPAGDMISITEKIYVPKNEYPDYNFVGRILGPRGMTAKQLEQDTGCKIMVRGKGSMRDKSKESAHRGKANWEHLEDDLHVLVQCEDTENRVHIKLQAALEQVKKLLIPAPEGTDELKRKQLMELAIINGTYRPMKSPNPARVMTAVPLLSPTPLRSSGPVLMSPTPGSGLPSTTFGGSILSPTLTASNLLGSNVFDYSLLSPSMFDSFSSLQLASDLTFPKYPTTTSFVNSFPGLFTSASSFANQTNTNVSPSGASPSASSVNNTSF
Fam108B inh: mouse Fam108B serine hydrolase inhibitors, primary screen, counter-screen for RBBP9 inhibitor project, biochemical, fluorescence polarization | recombinant Fam108B, FP-Rh probe fluorescence polarization | inhibition, % at 9.51 µM | hit rate 0.33% among 300,000 | AID 1947, 2009;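 active means inhibition above the screen mean inhibition plus 3 SD, computed separately per campaign, cut at about 18% in these data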;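 further: inhibitors lower polarization as less probe binds the enzyme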
BCLXL inh: inhibitors of human Bcl-xL, primary screen, biochemical, fluorescence polarization, HTS | Bcl-2-like protein 1 (Homo sapiens), Q07817 | GST-Bcl-xL / FITC-Bim BH3 peptide fluorescence polarization | inhibition, % at 10.9 µM | hit rate 0.7% among 320,000;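 active means inhibition above the mean of all tested compounds plus 3 SD, cutoff set per campaign, cut at about 30% in these data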;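 further: 0% = DMSO wells and 100% = unlabeled Bim-BH3 peptide competitor; inhibitors lower millipolarization by displacing the labeled peptide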
Target sequence (Q07817 whole entry, looked up): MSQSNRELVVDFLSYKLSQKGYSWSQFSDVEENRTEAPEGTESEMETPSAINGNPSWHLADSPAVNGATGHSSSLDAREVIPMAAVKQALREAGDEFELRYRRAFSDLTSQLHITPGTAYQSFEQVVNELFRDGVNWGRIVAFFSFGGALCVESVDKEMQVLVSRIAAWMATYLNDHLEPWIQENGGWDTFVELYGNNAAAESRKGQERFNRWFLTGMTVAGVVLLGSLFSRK
EBNA-1 inhibitor: EBNA-1 DNA-binding inhibitors, primary screen, biochemical, fluorescence polarization; inhibition, % at 14.8 µM; hit rate 0.34% among 300,000; in the data active means inhibition above about 28%
ZTA DNA inh: blocks Epstein-Barr virus ZTA, an EBNA-1 counter-screen; inhibition, % at 11 µM; hit rate 0.15% among 320,000; ZTA-DNA binding, fluorescence polarization; P03206; in the data active means inhibition above about 33%
Target sequence (P03206 whole entry, looked up): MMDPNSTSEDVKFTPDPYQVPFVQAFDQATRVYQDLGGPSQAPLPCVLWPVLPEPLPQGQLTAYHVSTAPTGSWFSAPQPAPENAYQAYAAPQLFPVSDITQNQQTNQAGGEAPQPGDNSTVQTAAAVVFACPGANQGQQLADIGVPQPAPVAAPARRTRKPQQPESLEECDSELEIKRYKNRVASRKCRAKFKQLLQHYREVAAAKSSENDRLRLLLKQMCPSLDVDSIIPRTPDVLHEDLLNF
MEX-5 binding: MEX-5 zinc finger RNA-binding disruptors – biochemical, C. elegans, fluorescence polarization, MLPCN library, primary screen | AID 1832, 2009 | MEX-5/FITC-TCR2 RNA binding; active compounds read low | activity score (negative = inhibition of binding), % at 10 µM | hit rate 0.38% among 300,000 | Zinc finger protein mex-5 (Caenorhabditis elegans), Q9XUB2;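 active means inhibition past about -25% in most replicates, and total fluorescence under double the plate's negative control median, limit read from the data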;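 further: 0% = DMSO and -100% = 5 µM competing unlabeled TCR2 RNA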
An asterisk follows results filed as active; / = not tested or not shown.

SMILES	Yeast superoxide	Efflux pump inh	MCL1 BIM primary	GLD-1 RNA inh	Fam108B inh	BCLXL inh	EBNA-1 inhibitor	ZTA DNA inh	MEX-5 binding
CCNC(=S)NNC(=O)CSc1nc2ccccc2n1C	87	0.0	-6	-5	-1	2	-8	-8	-3.4
COn1c(-c2ccccc2)nc2ccc(Cl)cc21	92	-0.1	2	8	-1	2	12	24	2.7
COC(=O)CSc1ccc2nnc(CCNS(=O)(=O)c3ccccc3)n2n1	102	0.0	0	-1	3	1	-1	-5	0.2
N#C/C(=C/c1ccc(-c2ccc(Br)cc2)o1)C(=O)NC1CCCCC1	95	1.7*	1	-6	-8	2	6	11	-5.1
Cc1cccn2c(=O)c(C=O)c(NCc3ccccc3)nc12	109	0.1	6	3	4	11	4	4	-0.9
Cc1ccn(C(=O)c2ccc(NC(=O)CC(C)C)cc2)n1	98	0.1	-12	0	-3	-1	-8	-19	0.6
COc1cc(C(Nc2ccc(S(=O)(=O)N3CCC(C)CC3)cc2)C(=O)NCC2CCCO2)cc(OC)c1OC (centres undefined)	106	-1.7	-7	6	6	3	13	-10	-2.0
CCOc1cc2[nH]c(=S)n(CCCC(=O)NCc3ccccn3)c(=O)c2cc1OCC	107	-0.1	0	4	2	-5	-2	-7	1.5
COc1ccc(NS(=O)(=O)c2cccc(C(=O)NCc3ccccn3)c2)cc1	77	-0.3	0	9	-2	-1	2	-12	-0.5
Cc1cc(N2C(=O)C3C4C=CC(C4)C3C2=O)ccc1Br (centres undefined)	102	0.2	-5	1	-2	3	-4	-5	1.6
CC1CN(C2CCCCC2)c2nc3c(c(=O)n(C)c(=O)n3C)n2C1 (centres undefined)	99	-0.1	-1	10	-2	-6	0	-3	0.5
COCCNc1nc2nonc2nc1N1CCCC1c1nccs1 (centres undefined)	102	0.2	26	24	-3	31*	-16	-3	-12
O=c1[nH]c(N2CCCCCC2)nc2ncn(Cc3ccccc3)c12	102	-0.2	3	-5	0	8	-2	3	2.1
Nc1cc(=O)[nH]c(=O)n1Cc1ccco1	106	0.0	1	1	-1	-1	8	-3	0.6
Cc1cc(C)nc(NC(=NCCc2c[nH]c3ccccc23)NC(=O)Nc2ccc(Cl)c(Cl)c2)n1	103	-0.4	-3	-1	-14	3	14	-10	0.4
N#Cc1c(C(F)(F)F)cc(-c2ccccc2)nc1SCC(=O)Nc1sc2c(c1C#N)CCC2	93	0.1	2	-8	-1	0	8	12	3.6
CCS(=O)(=O)Nc1ccc(C2=NN(S(C)(=O)=O)C(c3cccs3)C2)cc1 (centres undefined)	91	0.0	-3	-3	-3	3	4	5	0.5
CCOc1ccc(NC(=O)CNC(=O)c2nn(-c3ccc(OC)cc3)c(=O)c3ccccc23)cc1	114	-0.2	1	-1	-1	2	-11	19	1.0
CN1C(=O)CC(N2CCN(C(c3ccccc3)c3ccccc3)CC2)C1=O (centres undefined)	85	-0.2	5	-7	2	5	-9	-20	-2.8
CCOC(=O)N1CCN(Cc2nc3c(c(=O)n(C)c(=O)n3C)n2Cc2ccccc2C)CC1	116	-0.1	6	-9	-1	6	-1	11	1.8
O=C(CNC(=O)c1cccs1)NC1=NCCS1	109	0.0	-4	9	-1	6	9	-1	-3.8
CCN(CC)C(=O)c1cccc(NC(=O)c2ccc3c(=O)n4c(nc3c2)CCC4)c1	91	-0.1	6	1	-6	8	1	3	1.8
COc1ccc(Cl)cc1NC(=O)COC(=O)/C=C/c1c(C)nn(C2CCS(=O)(=O)C2)c1Cl (centres undefined)	100	0.1	0	1	-3	2	-2	3	-0.8
O=C(NCC1CCCO1)C(=O)NCC1CCCN1S(=O)(=O)c1ccccc1 (centres undefined)	106	-0.1	-2	5	0	1	-7	-1	1.5
C/C(=N/NC(=O)CNC(=O)c1ccccc1F)c1ccc2c(c1)CCCC2	95	-0.4	-7	-4	0	3	3	-3	2.7
Cc1ccc(N2CC(C(=O)N/N=C/c3cccc([N+](=O)[O-])c3)CC2=O)cc1 (centres undefined)	91	0.2	0	2	2	1	-7	-5	-2.0
COC(=O)N1C(=O)[C@](c2ccc(Cl)cc2)(C(C)C)N1C(=O)OC	75	0.0	1	3	-1	2	6	0	1.2
CCN(CC)Cc1c(-c2ccccc2)[nH]c2ccc(C)cc2c1=O	103	0.1	4	7	-3	0	-2	4	-1.4
Cc1ccc(C(C)NC(=O)Cn2nc(C)c([N+](=O)[O-])c2C)cc1 (centres undefined)	100	-0.1	3	-1	5	-7	5	-16	-0.7
COc1ccccc1C(C)NS(=O)(=O)c1ccc(Cl)nc1 (centres undefined)	101	0.0	2	-1	6	1	-6	1	-0.5

Three entries out of the list, arranged by SMILES length, ascending:
SMILES	Yeast superoxide	Efflux pump inh	MCL1 BIM primary	GLD-1 RNA inh	Fam108B inh	BCLXL inh	EBNA-1 inhibitor	ZTA DNA inh	MEX-5 binding
CN1C(=O)CC(N2CCN(C(c3ccccc3)c3ccccc3)CC2)C1=O (centres undefined)	85	-0.2	5	-7	2	5	-9	-20	-2.8
Cc1ccc(C(C)NC(=O)Cn2nc(C)c([N+](=O)[O-])c2C)cc1 (centres undefined)	100	-0.1	3	-1	5	-7	5	-16	-0.7
Cc1ccc(N2CC(C(=O)N/N=C/c3cccc([N+](=O)[O-])c3)CC2=O)cc1 (centres undefined)	91	0.2	0	2	2	1	-7	-5	-2.0

(listing goes on)
SMILES	Yeast superoxide	Efflux pump inh	MCL1 BIM primary	GLD-1 RNA inh	Fam108B inh	BCLXL inh	EBNA-1 inhibitor	ZTA DNA inh	MEX-5 binding
Cc1cccc(OCC(=O)NNC(=O)c2ccc([N+](=O)[O-])cc2)c1	142	0.0	2	1	-1	3	9	11	-3.4
O=C(Nc1nc2ccccc2[nH]1)C12CC3CC(CC(C3)C1)C2	98	0.2	3	4	-2	3	-13	-16	0.1
O=C(CN(CCc1ccccc1)C(=O)CNS(=O)(=O)c1ccccc1)NCC1CCCO1 (centres undefined)	103	0.0	4	3	3	3	-4	23	1.5
Cc1cc(NC(=O)CSc2nc3ccccc3n2CCC#N)no1	98	0.0	-4	0	1	-11	7	-3	1.8
Cc1ccc(S(=O)(=O)N2CCN(CC(=O)N/N=C/c3ccc(C)o3)CC2)cc1	101	0.1	-1	9	0	3	-7	1	2.3
CCN1CCN(c2cc(C)c3cc(NC(=S)N4CCOCC4)ccc3n2)CC1	96	0.0	10	-2	1	5	0	4	-1.2
Cc1ccc(C(=O)NNC(=O)Cc2cccs2)cc1	97	0.1	-2	4	5	4	14	-4	-1.0
CC(C)(C)SC(=O)C[C@@H]1NS(=O)(=O)OC2CCCCC21 (some centres undefined)	105	-0.1	2	1	1	4	5	0	-0.9
CCOC(=O)N1CCc2[nH]c3ccc(C)cc3c2C1	86	0.0	63*	53*	10	66*	9	-4	-6.2
CC(=O)Nc1ccc(NC(=O)CSc2nnc(-c3ccc(NS(C)(=O)=O)cc3)n2C)cc1C	94	-0.1	-7	-1	3	-4	4	-3	0.3
COc1ccc(Cc2nc3ccc(C(=O)N4CCCN(C=O)CC4)cc3o2)cc1	89	0.2	5	7	2	9	-4	-13	0.1
CCCN(C(=O)CCOc1ccc(C(C)(C)C)cc1)c1c(N)n(Cc2ccccc2)c(=O)[nH]c1=O	119	0.1	-1	2	-4	0	-16	10	-3.7
O=C(COC(=O)COc1ccc(Br)cc1)Nc1cccnc1Cl	110	0.2	11	5	-2	5	4	-19	-2.0
COc1ccc(C2=NOC(Cn3nc(C(=O)NCc4cccs4)cc3-c3ccccc3)C2)cc1 (centres undefined)	121	0.0	-1	4	-6	3	-7	8	-3.6
Cc1cc(Br)ccc1SCC(=O)OCC(=O)Nc1ccccc1C#N	109	0.1	1	8	2	-2	-7	-13	0.5
O=C(COC(=O)c1ccc(OC(F)F)cc1)NCCC1=CCCCC1	89	-0.1	-7	1	/	-3	/	13	/
CC(Sc1nnnn1C)C(=O)Nc1ncc(Cl)cc1Cl (centres undefined)	95	0.0	0	5	/	-3	/	-5	/
CC(NC(=O)c1cccnc1)C(c1ccccc1)N1CCN(C)CC1 (centres undefined)	126	0.0	6	-2	2	-1	2	9	-1.0
CCCCn1c(NCc2ccc3c(c2)OCO3)nc2ccccc21	86	0.1	-4	0	0	-3	-5	19	1.3
COc1cccc(CN(C(=O)c2cccc(OC)c2)C2CCS(=O)(=O)C2)c1 (centres undefined)	76	0.0	0	-4	1	1	-4	2	3.2
Cc1cc(C)n2ncc(C(=O)NCc3ccccc3)c2n1	84	0.0	-1	2	2	0	3	-3	-1.1
Cc1cc(C(=O)N/N=C\c2ccc(COc3ccc([N+](=O)[O-])cc3)o2)ccc1[N+](=O)[O-]	106	-0.2	3	-2	-5	2	4	16	-3.1
c1ccc(CCN2CCN(c3ncnc4c3cnn4-c3ccccc3)CC2)cc1	114	0.2	-3	-1	-1	7	5	2	0.9
CC1Nc2ccc(C(=O)NC3CCCCC3)cc2NC1=O (centres undefined)	101	0.1	-44	-21	-6	-25	5	-1	-11
CCNS(=O)(=O)c1c(C)cc(N2CCCC2=O)cc1C	95	-0.1	0	3	-4	4	11	12	1.8
CCCCN(C)CCCNC(=O)c1cccc(N2CCCC2=O)c1	99	0.0	0	10	5	2	-2	1	2.4
COc1ccc(C2/C=C\CN(C(=O)c3ccccc3)[C@H](Cc3ccccc3)C(=O)N2Cc2ccc(F)cc2)cc1 (some centres undefined)	93	0.1	1	-1	-5	5	-6	-21	0.0
O=C(NC1CC1)C1CCN(c2nc3ccccc3s2)CC1	87	-0.1	8	-1	-1	8	-1	-5	-1.0
Cc1ccc2c(c1)C1C=CCC1C(C(=O)NCCCN1CCOCC1)N2 (centres undefined)	105	0.3	5	-2	1	5	-7	-3	-0.1
Cc1nnc(SCCn2c(N3CCN(Cc4ccccc4)CC3)nc3c2c(=O)[nH]c(=O)n3C)s1	99	0.1	4	-1	2	2	1	-5	-3.3
COc1ccc(O)c(/C=N/NC(=S)Nc2cccnc2)c1	111	0.0	8	-6	12	16	-1	-10	-2.8
O=Cc1cccc(OC(=O)Nc2ccccc2)c1	92	0.0	-3	-3	6	5	15	-8	-3.3
c1nc(N2CCOCC2)c2[nH]cnc2n1	93	0.0	-2	5	1	0	7	24	0.9
COc1ccc(Br)cc1CNC(=O)CCC(=O)N1CCSc2ccccc21	100	-0.2	-3	-4	-3	3	20	11	0.6
O=C(NCCCn1ccnc1)C1CCCN(S(=O)(=O)c2ccc(F)cc2)C1 (centres undefined)	88	0.5	-2	-4	-1	-5	-7	-7	3.3
CCN(CC)CCN1C(=O)C2C(C(=O)Nc3cccc(SC)c3)C3C=CC2(O3)C1C(=O)NC1CCCC(C)C1C (centres undefined)	99	0.2	3	-3	-7	11	0	16	1.5
CCOc1ccc(N(CC(=O)Nc2ccc(C)c(Cl)c2)S(C)(=O)=O)cc1	106	0.1	-4	8	-1	-2	6	-2	1.4
O=C(N/N=C/c1ccc(OCC2COCCO2)cc1)c1ccc(Br)cc1 (centres undefined)	94	0.0	3	2	-3	1	3	-3	-1.1
CC(C)(C)C(=O)Nc1nc2c(c(=O)[nH]1)CCCC2	94	-0.1	1	0	6	12	4	-7	0.1
CC1(C)NC(=O)N(CC(O)COc2ccccc2-c2ccccc2)C1=O (centres undefined)	90	-0.2	-3	-4	-1	3	11	-13	0.5
COc1cc(C2C=C(C34CC5CC(CC(C5)C3)C4)NC(=S)N2)cc(OC)c1OC (centres undefined)	101	-0.1	-8	-3	2	-12	-12	-6	5.4
